Screening data: PubChem, National Center for Advancing Translational Sciences (NCATS)
HT1080NT lethal = kills 2HG-producing HT-1080-NT fibrosarcoma cells | HT-1080-NT fibrosarcoma viability, CellTiter-Glo ATP luminescence, 48 h | Potency, µM (doses to about 46.1 µM), for the others: top-dose activity, negative = less viability, usual class: cytotoxic | 1.6% of 360,000 active | AID 686970;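 also: NT is the 2HG producing partner of a matched IDH1 knockdown line; potency is read from the fitted curve at half-maximal effect; 0% = DMSO-treated cells and -100% = media-only wells without cells; nearly all actives have a fitted effect of over 55% in size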
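Read-out is CellTiter-Glo luminescence after 10 minutes at room temperature, following 48 hours' compound treatment of HT-1080-NT cells (750 cells/well, RPMI, 5% FBS, 37 degrees C).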
ATXN2 expr inh = reduces ATXN2 reporter expression in HEK-293 cells. HEK-293 ATXN2-luciferase reporter, luminescence, 24 h. 0.72% of 360,000 active. Potency, µM (doses to about 57 µM), without a hit: top-dose activity change, negative = inhibition, most hits filed as inhibitors; also: potency is read from the fitted curve at half-maximal effect; % is scaled to controls: 0 for no effect and ±100 for the full control effect; nearly all actives have a fitted effect of over 55% in size
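qHTS (up to 57 uM final) was run with 24 h compound exposure of reporter cells at 37 °C. Each well was multiplexed: SteadyGlo luminescence measured ATXN2-luciferase expression after a fluorogenic Gly-Phe-AFC viability readout (25 uM final).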
KB-3-1 cytotox = KB-3-1 parental cell cytotoxicity; KB-3-1 viability, CellTiter-Glo ATP luminescence, 72 h; 1.4% of 400,000 active; Potency, µM (doses to about 46.1 µM), for the others: top-dose activity change, negative = cytotoxic, actives largely listed as cytotoxic; AID 1347075; also: potency is read from the fitted curve at half-maximal effect; % is scaled to controls: 0 for no effect and ±100 for the full control effect; nearly all actives have a fitted effect of over 60% in size
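Cells are dispensed, compounds pinned in, plates held at 37 °C for 72 h, then CellTiter-Glo is added and luminescence read after 10 minutes. Cell line: parental KB-3-1 in phenol-red-free DMEM, 10% FBS.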
HT1080 IDH1KD tx = kills HT-1080 cells with IDH1 knockdown. 2% of 360,000 active. HT-1080 IDH1 knockdown viability, ATP luminescence, 48 h. Potency, µM (top dose mostly 46.1 µM), without a hit: at the highest dose activity, negative = toxicity, actives largely listed as cytotoxic;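 also: potency is read from the fitted curve at half-maximal effect; 0% = DMSO wells and -100% = cell-free medium wells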
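Using the IDH1-knockdown HT-1080 line run in the same batch and compound series as the NT line, viability after 48 h at 37 °C was determined by CellTiter-Glo luminescence and expressed as % activity.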
IL-1B inflam inh = inhibitors of inflammasome signaling (IL-1 beta secretion). THP-1 LPS/ATP IL-1B secretion, AlphaLISA, 16 h; stronger effect = lower value. activity change, % at 57.5 µM. 4.7% of 360,000 active; in the data active = activity change below about -50%; inconclusive = mostly about -30% to -49%; also: % is scaled to controls: 0 for no effect and ±100 for the full control effect
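Secreted IL-1B measured by AlphaLISA bead assay after 16 h compound exposure of THP-1 cells; compounds (final up to 57.5 uM) added 1 h before LPS (250 ng/mL) and ATP (1.25 mM) stimulation; lower signal means less secretion.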
MCF10A rerep = induces DNA re-replication in MCF 10a normal breast cells | MCF 10A DNA re-replication, Hoechst nuclear intensity, 48 h | Potency, µM (highest dose often 46.1 µM), for the others: at the highest dose activity, positive = re-replication, actives largely listed as activators | 2.9% of 350,000 active | AID 624296; also: potency is read from the fitted curve at half-maximal effect; % of control where 0% means no effect; nearly all actives have a fitted effect of over 50% in size
WRN inhibitor = blocks human WRN helicase; WRN helicase unwinding, fluorescent forked duplex, kinetic; Potency, µM (titrated, usually from 114 µM), for inactives: at the top dose activity change, negative = inhibition, usual class: inhibitors; 0.46% of 360,000 active; also: potency is read from the fitted curve at half-maximal effect; % is scaled to controls: 0 for no effect and ±100 for the full control effect; nearly all actives have a fitted effect of over 55% in size
Target sequence (Q14191 whole entry, looked up): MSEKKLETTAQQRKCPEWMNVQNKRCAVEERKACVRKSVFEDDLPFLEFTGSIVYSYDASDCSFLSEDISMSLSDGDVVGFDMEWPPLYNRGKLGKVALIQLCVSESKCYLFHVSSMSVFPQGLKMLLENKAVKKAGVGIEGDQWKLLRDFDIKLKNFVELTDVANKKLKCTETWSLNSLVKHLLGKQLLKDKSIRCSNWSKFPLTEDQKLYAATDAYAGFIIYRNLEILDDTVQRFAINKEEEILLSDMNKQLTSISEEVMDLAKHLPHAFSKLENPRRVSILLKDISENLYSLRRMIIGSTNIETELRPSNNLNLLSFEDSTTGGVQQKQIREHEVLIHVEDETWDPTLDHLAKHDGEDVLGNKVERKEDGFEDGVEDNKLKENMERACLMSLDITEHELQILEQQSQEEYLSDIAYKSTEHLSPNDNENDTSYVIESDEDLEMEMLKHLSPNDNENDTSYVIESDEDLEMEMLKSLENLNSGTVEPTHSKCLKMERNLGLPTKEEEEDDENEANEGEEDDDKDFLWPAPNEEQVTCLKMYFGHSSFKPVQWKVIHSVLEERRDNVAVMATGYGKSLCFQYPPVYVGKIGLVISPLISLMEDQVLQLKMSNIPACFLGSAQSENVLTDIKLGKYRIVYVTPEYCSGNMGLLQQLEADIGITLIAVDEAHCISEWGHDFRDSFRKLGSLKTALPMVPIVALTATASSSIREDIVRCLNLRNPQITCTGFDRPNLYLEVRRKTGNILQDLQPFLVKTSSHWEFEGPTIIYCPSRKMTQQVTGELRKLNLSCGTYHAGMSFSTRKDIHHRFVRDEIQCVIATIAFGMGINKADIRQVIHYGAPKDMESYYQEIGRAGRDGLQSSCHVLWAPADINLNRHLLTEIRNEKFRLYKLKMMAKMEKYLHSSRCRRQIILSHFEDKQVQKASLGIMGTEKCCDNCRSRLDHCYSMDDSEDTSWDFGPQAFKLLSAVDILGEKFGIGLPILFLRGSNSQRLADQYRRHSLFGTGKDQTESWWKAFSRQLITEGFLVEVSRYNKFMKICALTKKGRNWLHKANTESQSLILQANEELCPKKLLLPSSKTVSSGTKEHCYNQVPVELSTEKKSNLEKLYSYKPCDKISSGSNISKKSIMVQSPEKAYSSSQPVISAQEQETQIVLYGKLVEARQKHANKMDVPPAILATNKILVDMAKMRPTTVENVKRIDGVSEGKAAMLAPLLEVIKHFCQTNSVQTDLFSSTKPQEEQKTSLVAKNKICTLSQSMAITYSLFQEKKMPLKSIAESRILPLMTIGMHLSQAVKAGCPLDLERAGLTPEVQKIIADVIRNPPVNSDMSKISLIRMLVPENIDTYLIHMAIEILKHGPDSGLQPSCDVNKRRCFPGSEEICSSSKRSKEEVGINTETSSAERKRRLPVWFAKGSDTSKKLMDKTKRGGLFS
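Screening of the MLSMR collection measured strand separation of a quenched forked DNA duplex (100 nM) by 20 nM WRN with 2 mM ATP, all final. Compounds were preincubated with enzyme 15 min at room temperature.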
KB-V1 cytotox = kills drug-selected multidrug resistant KB-V1 cells; Potency, µM (series often up to 46.1 µM), for inactives: at the highest dose activity change, negative = cytotoxicity, usual class: cytotoxic; KB-V1 MDR cells viability, CellTiter-Glo, 72 h; 3.4% of 400,000 active; also: potency is read from the fitted curve at half-maximal effect; % is scaled to controls: 0 for no effect and ±100 for the full control effect; nearly all actives have a fitted effect of over 60% in size
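Drug-selected KB-V1 cells, grown in DMEM lacking phenol red with 10% FBS, receive compound titrations; after three days at 37 degrees C, surviving cell ATP is quantified by CellTiter-Glo luminescence and responses normalized and curve-fitted.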
SW480 rereplic = DNA re-replication induction in SW480 cells; Potency, µM (top dose mostly 46.1 µM), inactives show top-dose re-replication activation, actives largely listed as activators; AID 624297; 1.8% of 340,000 active; SW480 DNA re-replication, Hoechst DNA content imaging, 48 h; also: potency is read from the fitted curve at half-maximal effect; % of control where 0% means no effect; nearly all actives have a fitted effect of over 55% in size
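Treated cells incubate 48 hr (37 C, 5% CO2), are stained 40 min with Hoechst, and nuclear fluorescence is enumerated; a rise in nuclei with high DNA signal marks re-replication.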
* hit, by the source's call; ? = inconclusive; . = not tested or not shown; [ ] = another dose, or the depositor's remark. Unless noted, calls follow the shape of the dose curve; as a rule, active = well fitted curve in the direction sought with a large enough effect; inconclusive = small, poorly fitted or top-dose-only effect, or another doubt; inactive = no such curve, though single readings can be large; an effect the other way counts as inactive or inconclusive.

A first look, 3 compounds:
SMILES	HT1080NT lethal	ATXN2 expr inh	KB-3-1 cytotox	HT1080 IDH1KD tx	IL-1B inflam inh	MCF10A rerep	WRN inhibitor	KB-V1 cytotox	SW480 rereplic
N#CCCSCc1ccc(C(=O)O)o1	11%	-3%	-2%	2%	-2	-8%	0%	-9%	0%
COc1ccc2cc(C(=O)C3CCCN(C(=O)c4cnccn4)C3)ccc2c1 (configuration not stated)	-10%	-27%	-20%	-1%	-11	-3%	-3%	-4%	-4%
Cc1ccc(S(=O)(=O)N2CCC(C(=O)NCCCN3CCCCCC3)CC2)cc1	?	1%	9%	?	3	24%	-13%	3%	-1%

The listing, from the first entry:
SMILES	HT1080NT lethal	ATXN2 expr inh	KB-3-1 cytotox	HT1080 IDH1KD tx	IL-1B inflam inh	MCF10A rerep	WRN inhibitor	KB-V1 cytotox	SW480 rereplic
N#CCCSCc1ccc(C(=O)O)o1	11%	-3%	-2%	2%	-2	-8%	0%	-9%	0%
COc1ccc2cc(C(=O)C3CCCN(C(=O)c4cnccn4)C3)ccc2c1 (configuration not stated)	-10%	-27%	-20%	-1%	-11	-3%	-3%	-4%	-4%
Cc1ccc(S(=O)(=O)N2CCC(C(=O)NCCCN3CCCCCC3)CC2)cc1	?	1%	9%	?	3	24%	-13%	3%	-1%
COC(=O)c1cc(-c2ccccc2)n[nH]1	9%	-5%	-2%	4%	-11	-5%	5%[57.1 µM]	4%	-7%
COc1cccc(NC(=S)N2C3CCCC2CC(NC(=O)C2CC2)C3)c1 (configuration not stated)	9%	-6%	18%	8%	10	-6%	7%	2%	-8%
Cc1cccc(N(C)S(=O)(=O)c2ccc(-c3cc(C)no3)s2)c1	?	12%	?	0.58µM*	77	?	-4%	?	0.82µM*
CSC1=NCCN1S(=O)(=O)c1ccc(Cl)cc1	1%	.	-2%	-2%	12	7%	1%	17%	-6%
CSc1ccc(CN2CCC2(C)C(=O)Nc2cnc3ccccc3c2)cc1 (configuration not stated)	1%	11%	0%	14%	-20	.	-2%	-3%	.
Nc1ccc2oc(-c3ccc4nc[nH]c4c3)nc2c1	-3%	?	-7%	-15%	-20	22%	-17%	-14%	?
Cc1ccc(NC(=O)CN(C)C(=O)CCOc2ccccc2C)cc1	?	6%	-3%	23%	2	-5%	6%	-5%	-11%
CCN(CC)C(=O)CN(c1cccc([N+](=O)[O-])c1)S(=O)(=O)c1ccccc1	-1%	-18%	?	2%	-19	46%	-19%	-19%	?
CC(=O)c1ccc(S(=O)(=O)N2CCN(CC(=O)Nc3ccccc3C(=O)NC3CC3)CC2)cc1	-8%	-5%	?	0%	-26	-5%	2%	6%	-18%
Cc1cc(NC(=O)C2CCC2)n(-c2ccccn2)n1	-5%	10%	-8%	-9%	-9	-3%	6%	-20%	-1%
CCOc1ccc(C2CC(=O)NC(SCC(=O)OC)=C2C#N)cc1 (configuration not stated)	22%	-2%	14%	7%	28	1%	8%	0%	-9%
Cc1c(C(=O)O)oc2c1/C(=N\O)CCC2	18%	-5%	9%	29%	27	-2%	7%	-11%	2%
CCc1ccccc1-n1c(SCC(=O)N2CCCC2)nc2[nH]ncc2c1=O	21%	2%	12%	21%	1	-3%	3%	4%	-12%
COc1ccccc1NS(=O)(=O)c1cccc(NC(=O)Nc2ccc(Cl)cc2)c1	?	?	?	18µM*	-69*	?	-9%	?	?
CCCNC(=O)c1cc2c(c(-c3cccc(-c4ccc(F)cc4)c3)n1)[C@@H](CCO)N(S(=O)C(C)(C)C)C2 (some centres not stated)	?	?	-15%	?	-28	.	-4%	?	.
CC(=O)N1c2ccc(S(=O)(=O)N3CCC(C(=O)N4CCN(c5cccc(C(F)(F)F)c5)CC4)CC3)cc2CC1C (configuration not stated)	?	.	-30%	-28%	-30	2%	-6%	-19%	3%
CCOC(=O)C1=C(C)Nc2nc(C)nn2C1c1ccc(C)cc1 (configuration not stated)	23%	6%	-5%	2%	-5	11%	-2%	5%	0%

A draw from above in order of molar mass, smallest number first:
SMILES	HT1080NT lethal	ATXN2 expr inh	KB-3-1 cytotox	HT1080 IDH1KD tx	IL-1B inflam inh	MCF10A rerep	WRN inhibitor	KB-V1 cytotox	SW480 rereplic
CCOC(=O)C1=C(C)Nc2nc(C)nn2C1c1ccc(C)cc1 (configuration not stated)	23%	6%	-5%	2%	-5	11%	-2%	5%	0%
CCc1ccccc1-n1c(SCC(=O)N2CCCC2)nc2[nH]ncc2c1=O	21%	2%	12%	21%	1	-3%	3%	4%	-12%
CC(=O)N1c2ccc(S(=O)(=O)N3CCC(C(=O)N4CCN(c5cccc(C(F)(F)F)c5)CC4)CC3)cc2CC1C (configuration not stated)	?	.	-30%	-28%	-30	2%	-6%	-19%	3%

Entries of single compounds as entered above. Screens in order: HT1080NT lethal	ATXN2 expr inh	KB-3-1 cytotox	HT1080 IDH1KD tx	IL-1B inflam inh	MCF10A rerep	WRN inhibitor	KB-V1 cytotox	SW480 rereplic
Cc1cccc(N(C)S(=O)(=O)c2ccc(-c3cc(C)no3)s2)c1 as listed: ?	12%	?	0.58µM*	77	?	-4%	?	0.82µM*
COC(=O)c1cc(-c2ccccc2)n[nH]1 as listed: 9%	-5%	-2%	4%	-11	-5%	5%[57.1 µM]	4%	-7%

Following part.
SMILES	HT1080NT lethal	ATXN2 expr inh	KB-3-1 cytotox	HT1080 IDH1KD tx	IL-1B inflam inh	MCF10A rerep	WRN inhibitor	KB-V1 cytotox	SW480 rereplic
CC(C)Oc1ccc(CNC(=S)N/N=C/c2ccc([N+](=O)[O-])cc2)cc1	20%	-18%	-2%	12%	-13	2%	-12%	?	-3%
O=C(CCCN1C(=O)C2CC=CCC2C1=O)Nc1cccc(F)c1 (configuration not stated)	2%	7%	18%	8%	-11	0%	-20%	14%	3%
CC(Sc1nnc(-c2ccccc2Br)o1)C(=O)N1CCOCC1 (configuration not stated)	4%	1%	-5%	11%	13	9%	0%	29%	-13%
O=C(Nc1nc2c(Br)cc(Br)cc2c(=O)s1)C1CCC1	8%	.	1%	1%	-21	5.2µM*	-26%	0%	-4%
Cc1ccc(N(Cc2cc3ccccc3[nH]c2=O)C(=O)c2ccco2)c(C)c1	-2%	-8%	-7%	-15%	-28	-1%	-4%	-23%	-3%
O=C(Nc1ccc(Cl)cn1)c1cccc(S(=O)(=O)N2CCCCC2)c1	2%	-16%	-15%	-14%	-17	29%	-16%[57.1 µM]	-18%	4%
CC1=NOC(=O)/C1=C\c1ccc(-c2ccccc2Br)o1	-10%	?	?	?	-96*	?	56µM*	-29%	-13%
CCC(C)Nc1nc(-c2c[nH]c3ccccc23)cs1 (configuration not stated)	?	-11%	-3%	?	-82*	?	27%	21%	?
COc1cc(OC)c(S(=O)(=O)NCc2cccnc2)cc1NC(C)=O	2%	.	1%	0%	-14	14%	10%	10%	-1%
CC(C)=CCc1c(O)cc(O)c2c(=O)c(O[C@@H]3O[C@@H](C)[C@H](O)[C@@H](O)[C@H]3O)c(-c3ccc(O)cc3)oc12	-20%	-5%	0%	-4%	-15	1%	-3%	16%	0%
CC(C)(C)OC(=O)NCCCC[C@H](NC(=O)[C@H](Cc1c[nH]c2ccccc12)NC(=O)OCc1ccccc1)C(=O)O	2%	.	14%	7%	15	-8%	2%	15%	-7%
COc1ccc(C(=O)NCC(C)NC(=O)c2ccc(OC)cc2)cc1 (configuration not stated)	7%	.	0%	1%	-12	7%	1%	-23%	-3%
O=C(Nc1nnc(C2=COCCO2)o1)c1ccc(S(=O)(=O)N2CCCC2)cc1	-8%	17%	-20%	-7%	-5	-5%	-9%	-21%	2%
COc1ccc(Cc2nc3ccc(C(=O)NCC4COCCO4)cc3o2)cc1 (configuration not stated)	-15%	7%	-6%	-18%	16	-1%	-22%	-14%	-12%
N#C/C(=C\c1ccc(O)c(O)c1)C(=O)Nc1ccccc1	-17%	15%	?	?	23	?	?	?	?
S=C(NC1CCCCC1)N1CCN(c2ccccn2)CC1	1%	0%	8%	-2%	0	?	3%	?	12%
COC(=O)C(NC(=O)c1ccccc1)=C1CCCCC1	8%	4%	1%	5%	3	0%	-15%[57.1 µM]	?	0%
Cc1ccc(S(=O)(=O)N(CC(=O)N/N=C/c2ccc(F)cc2)c2cccc3cccnc23)cc1	-1%	-23%	-7%	-11%	39	5%	2%	-14%	6%
CC(C)CNC(=O)CSc1nnc2ccccn12	19%	16%	-2%	19%	15	1%	1%[57.1 µM]	0%	3%[1.84 µM]
CCOC(=O)/C(=N\Nc1cc(Cl)ccc1Cl)N1CCOCC1	-7%	-4%	-22%	-37%	3	5%	-4%	0%	?
COc1ccc(/C=N/n2c(SC)nnc2-c2ccccc2)c(OC)c1OC	-16%	161%[activator]	?	?	-9	15µM*	-7%	5.2µM*	5.8µM*
CCc1cccc(CC)c1N(COC)C(=O)Cn1c(CO)nc2ccccc21	4%	-1%	1%	9%	1	332%[0.0737 µM]	0%	0%	0%
COc1ccc(NC(=O)N2CC(C)OC(C)C2)cc1OC (configuration not stated)	-2%	-9%	0%	11%	4	5%	0%	-8%	-9%
Cc1nc(SCC(=O)N(CC(C)C)C2CCS(=O)(=O)C2)c2ccccc2n1 (configuration not stated)	-3%	15%	-6%	-11%	-24	5%	-22%	-7%	0%
